FLuc inhib CS: firefly luciferase enzyme inhibitors, primary screen, artefact control for luciferase-based inhibitor screens, biochemical, luminescence, ATPLite; 200,000 tested, 1.5% active; inhibition, % at 10 µM; Luciferin 4-monooxygenase (Photinus pyralis), P08659; 10 min;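 active = inhibition above about 50% when tested at 10 µM, limit read from the data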
TNAP act hi DEA: TNAP activators at high phosphate acceptor level, primary screen, biochemical, luminescence, uHTS. Alkaline phosphatase, tissue-nonspecific isozyme (Homo sapiens), P05186. purified TNAP, CDP-star luminescence, 1 M DEA, 30 min; hits give high values; 0 = EDTA background, 1 = DMSO-only activity. activation factor at 20 µM. 200,000 tested, under 10 active. AID 1136, 2008;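 active = activation factor at least 2 at 20 µM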
Target sequence (P05186 whole entry, looked up): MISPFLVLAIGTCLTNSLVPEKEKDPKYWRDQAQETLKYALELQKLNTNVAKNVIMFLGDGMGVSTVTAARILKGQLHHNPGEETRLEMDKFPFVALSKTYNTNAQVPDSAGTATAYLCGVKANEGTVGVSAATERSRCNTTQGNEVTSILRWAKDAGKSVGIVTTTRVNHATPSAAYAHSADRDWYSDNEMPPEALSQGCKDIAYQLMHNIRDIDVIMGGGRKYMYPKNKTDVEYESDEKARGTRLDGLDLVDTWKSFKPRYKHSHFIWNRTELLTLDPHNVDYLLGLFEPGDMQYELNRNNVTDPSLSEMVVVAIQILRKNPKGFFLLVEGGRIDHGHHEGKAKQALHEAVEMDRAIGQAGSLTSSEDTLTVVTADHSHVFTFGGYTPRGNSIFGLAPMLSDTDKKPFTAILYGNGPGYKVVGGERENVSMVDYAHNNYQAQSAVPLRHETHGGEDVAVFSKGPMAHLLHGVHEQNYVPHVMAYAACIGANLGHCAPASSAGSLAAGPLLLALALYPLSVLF
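Dosing: 20 µM single point. System: human TNAP. Amount: TNAP 1/800 final. Incubation: 30 min, room temperature. Read-out: TNAP activation factor scaled between EDTA and DMSO control wells. Signal: luminescence from CDP-star hydrolysis. Medium: 1 M DEA, pH 9.8, Mg2+, Zn2+. Control set: EDTA negative control, DMSO positive control.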
PMI act satM6P: human PMI activators, high substrate, primary screen, biochemical, fluorescence intensity, near-saturating mannose 6-phosphate; coupled PMI enzyme assay, resazurin fluorescence, 20 min; hits give high values; 1 = untreated enzyme, 0 = substrate-free blank; AID 1216, 2008; 190,000 tested, 0.34% active; activation factor at 20 µM; Mannose-6-phosphate isomerase (Homo sapiens), P34949;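 active = activation factor of 2 or more at 20 µM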
Target sequence (P34949 whole entry, looked up): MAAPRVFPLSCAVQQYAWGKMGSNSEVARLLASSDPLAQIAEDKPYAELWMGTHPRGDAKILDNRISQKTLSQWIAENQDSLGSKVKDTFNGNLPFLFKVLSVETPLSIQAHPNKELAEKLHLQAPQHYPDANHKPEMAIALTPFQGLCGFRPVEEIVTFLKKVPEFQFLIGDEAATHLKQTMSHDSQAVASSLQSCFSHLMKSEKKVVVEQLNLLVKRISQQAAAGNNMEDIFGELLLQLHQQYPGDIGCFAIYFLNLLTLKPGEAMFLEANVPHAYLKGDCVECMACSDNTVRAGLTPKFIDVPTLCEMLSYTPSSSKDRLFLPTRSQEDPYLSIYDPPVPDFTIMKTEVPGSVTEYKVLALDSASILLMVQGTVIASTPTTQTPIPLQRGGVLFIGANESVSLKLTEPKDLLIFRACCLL
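Material: human phosphomannose isomerase with PGI, G6PDH, diaphorase coupling enzymes / Reagent: Man-6-P substrate 1.0 mM / Dosing: single compound dose of 20 µM, 1% DMSO final / Incubation: enzyme reaction with compound 20 min at room temperature / Signal: resorufin fluorescence (Ex 544/Em 590 nm) from resazurin via diaphorase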
APP 5'UTR act: activators of APP 5'UTR luciferase reporter, primary screen, SH-SY5Y cells. SH-SY5Y APP 5'UTR luciferase reporter, luminescence; zero percent = DMSO vehicle wells. activation, % at 2 µM. 190,000 tested, 1% active;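 active = activation above a set limit, based on mean plus 3 SD of controls, cut at about 140% in these data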; also: values of inactives mirror those of a sister screen read the other way
TNAP inh noacc: human TNAP enzyme inhibitors, primary screen, biochemical, luminescent, no phosphate acceptor, uHTS | purified TNAP, CDP-star luminescence, 30 min | inhibition, % at 20 µM | 200,000 tested, 0.26% active | AID 1012, 2008;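 active = tissue-nonspecific alkaline phosphatase inhibition above about 50% at 20 µM in the single-dose screen, limit read from the data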;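 also: 0% = DMSO negative control and 100% = EDTA positive control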
PMI act: activators of human PMI, primary screen, biochemical, fluorescence intensity, near-Km mannose 6-phosphate | Mannose-6-phosphate isomerase (Homo sapiens), P34949 | purified human PMI, coupled resazurin fluorescence, 20 min; hits give high values; 1 = vehicle control, 0 substrate-free wells | activation factor at 20 µM | 190,000 tested, 0.005% active | AID 1214, 2008;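 active = activation factor of 2 or more at 20 µM, relative to plate controls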
FLuc stim CS: FLuc activators, initial screening, artefact control for FLuc-dependent activation tests, biochemical, ATPlite luminescence; Luciferin 4-monooxygenase (Photinus pyralis), P08659; activation factor at 10 µM; 200,000 tested, under 10 active; ATPlite luciferase biochemical, 10 min; 0 = ATP-free wells, 1 = DMSO control;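 active = luciferase activation factor, scaled between plate controls, of at least 2 with compound at 10 µM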
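Material: Luciferase/luciferin reagent mix; Doses: test compounds dosed from 2 mM stocks in 100% DMSO; Schedule: 10 min incubation after luciferase reagent addition, room temperature; Measured by: luminescence from luciferase reaction; Read-out: luminescence gain marking luciferase activators.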
bIAP act: bovine intestinal alkaline phosphatase activators, primary screen, biochemical, bovine IAP, CDP-star luminescence; purified bovine IAP, 30 min; hits give high values; fold of DMSO-control signal, blank-subtracted; activation factor at 20 µM; alkaline phosphatase, intestinal [Bos taurus]; 200,000 tested, 0.17% active; AID 1016, 2008;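 active = activation factor of 2 or more at 20 µM, a signal rise over negative controls twice the positive control's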
NF-kB neuron act: activators of NF-kB expression in neurons, primary screen, cell-based, HTS. human neuronal cells, NF-kB reporter expression; hits give high values. fold change at 12.5 µM. 190,000 tested, 1.6% active. AID 1239, 2008; in the data active = fold change above about 3.3
TNAP inh hiacc: human TNAP enzyme inhibitors, primary screen, biochemical, luminescent, high phosphate acceptor level, uHTS. Alkaline phosphatase, tissue-nonspecific isozyme (Homo sapiens), P05186. purified TNAP, CDP-star luminescence, 1 M DEA. inhibition, % at 20 µM. 200,000 tested, 0.03% active. AID 1135, 2008;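 active = over 50% inhibition of tissue-nonspecific alkaline phosphatase at 20 µM in the single-dose screen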;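 also: plate controls were DMSO wells for no effect and EDTA-quenched wells as full inhibition for full effect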
* hit, by the source's call; nt = no result given. Rows were taken by chance. Share with any hit: about 3.6%.

Below each SMILES: FLuc inhib CS, TNAP act hi DEA, PMI act satM6P, APP 5'UTR act, TNAP inh noacc, PMI act, FLuc stim CS, bIAP act, NF-kB neuron act, TNAP inh hiacc
> O=C(NCCc1ccc(Cl)cc1)c1ncn[nH]1
    0, 1, 0.9, -7, -12, 1, 1, 1.1, 0.91, -4
> CCOC(=O)c1cn(CC(=O)Nc2ccc3c(c2)OCCO3)nn1
    -9, 1, 1, 4, -15, 1, 1.1, 0.9, 1.2, -4
> COc1ccc(OC)c(-n2c(-c3cnccn3)n[nH]c2=S)c1
    0, 1, 0.9, 14, -16, 0.8, 1, 1, 1.1, -4
> COc1ccc(NC(=O)C(c2cc3c(cc2[N+](=O)[O-])OCO3)N(C)c2ccccc2)cc1 (stereo not drawn)
    -5, 1, 0.6, 4, 14, 0.7, 1.1, 1.1, 1.1, 1
> COc1ccc(C(=O)N2CCN(Cc3cc(OC)c(O)c(OC)c3)CC2)cc1OC
    -4, 1, 0.4, -3, -14, 0.7, 1, 1, 1.4, 0
> N/C(=N\OC(=O)CCCOc1ccccc1)c1ccccn1
    -1, 1, 1, 25, -5, 1, 1, 0.9, 1.4, 0
> Cc1ccc2cc(C#N)c(NCCNC(=S)NCCCN(C)C)nc2c1C
    -12, 1, 1, -11, -4, 1, 1.1, 0.6, 0.77, -4
> O=c1cc(-c2ccccc2)nc(N2CCN(Cc3ccc4c(c3)OCO4)CC2)[nH]1
    2, 1, 1, -8, -8, 1, 1, 1.1, 1.1, -2
> CCOC(=O)c1ccc(Cn2cnc3ccccc3c2=O)cc1
    -5, 1, 0.9, 6, -10, 0.8, 1.1, 0.9, 1.3, -4
> C/C(=N\NC(=O)c1c(Br)c(C)nn1C)c1cccc(NC(=O)c2ccccc2C)c1
    5, 1, 1.1, -11, -16, 1, 1, 0.9, 0.84, -2
> COC(=O)/C=C/C(=O)N1CCN(c2cccc(Cl)c2)CC1
    0, 1, 0.9, -23, -4, 0.9, 1, 1, 0.77, -4
> COC(=O)c1cc(OC)c(OCc2cc(C(=O)OC)oc2C)c(OC)c1
    -1, 1, 0.9, -2, -12, 0.9, 1, 1, 0.97, -3
> CCc1n[nH]c(=O)n1Cn1c(CC)n[nH]c1=O
    -3, 1, 1, 8, -14, 1, 1, 1, 0.96, 1
> COc1ccc(CN(CC(=O)NCC2CCCO2)C(=O)CCC(=O)Nc2cc(C)on2)cc1 (stereo not drawn)
    -3, 1, 1, 3, -12, 1.1, 1, 1, 1, -3
> CCC(=O)N1CCc2cc(S(=O)(=O)N3CCN(C(=O)c4ccco4)CC3)ccc21
    -1, 1.1, 1, -16, -12, 0.8, 1, 1, 0.91, -10
> c1ccc(-c2cc(CSc3nc4ccccc4[nH]3)on2)cc1
    -5, 1.1, 0.9, -12, -15, 0.9, 1.1, 1, 0.79, -6
> O=C1CCc2cc(S(=O)(=O)NCCCC(=O)N3CCN(Cc4ccc5c(c4)OCO5)CC3)ccc2N1
    -1, 1, 0.9, 8, -11, 1, 1, 1.1, 1.1, -2
> Cc1[nH]c2ccccc2c1C(=O)CN1CCN(C2CCCCC2)CC1
    -5, 1, 1, -20, -4, 0.9, 1.1, 1, 0.8, 0
> N#Cc1cnn2c(-c3ccc(Cl)cc3Cl)ccnc12
    -6, 1, 0.9, 5, 1, 0.8, 1.1, 1.1, 1.2, -1
> CCCOc1c(OC)cccc1C1CC(=O)Nc2cc3c(cc21)OCO3 (stereo not drawn)
    -10, 1, 0.9, -9, -8, 0.8, 1.1, 0.9, 0.92, -3
> CCOC(=O)C1=C(C)OC(N)=C(C#N)C1c1cc(F)ccc1F (stereo not drawn)
    -6, 1.1, 1, 19, -14, 1, 1.1, 0.9, 0.92, -6
> Cc1nc2ccccn2c1C(=O)N/N=C/c1ccccc1[N+](=O)[O-]
    -1, 1, 1, 14, -3, 1, 1, 1.2, 1, -3
> COc1ccc(N2C(=O)C(Cc3ccccc3)NC2=S)cc1 (stereo not drawn)
    -2, 1, 1.2, 31, 0, 1.1, 1, 1, 1.2, -3
> Cc1ccc2nc(SCC(=O)c3ccc4c(c3)NC(=O)CO4)[nH]c2c1
    -3, 1, 0.9, -8, -26, 0.9, 1, 1, nt, -4
> Cc1cccc(-n2c3nc(=O)[nH]c(=O)c-3cc3cc([N+](=O)[O-])ccc32)c1
    -6, 1, 1.1, -37, 1, 1.2, 1.1, 1.2, 1.8, 3
> C/C(=N\S(=O)(=O)c1ccc(C)cc1)NC(=S)Nc1ccccc1
    -4, 1, 1, 23, -7, 0.9, 1, 1, 1.1, -2
> Cc1ccc(C)c(C(=O)CSc2n[nH]c(C(C)C)n2)c1
    -3, 1.1, 1.1, 3, -10, 1.1, 1, 1.2, 1.2, -8
> CCc1ccc(OCC(=O)NC(NC(=S)Nc2ccccc2OC)C(Cl)(Cl)Cl)cc1 (stereo not drawn)
    -5, 1.1, 1, -23, -5, 0.9, 1, 1, 1, -6
> CC(=O)Nc1ccc(S(=O)(=O)N2CCSC2c2ccccc2)cc1 (stereo not drawn)
    4, 1, 0.9, 1, -7, 1, 1, 0.9, 1.3, 2
> C[C@@H]1O[C@@H](O[C@H]2[C@H](Oc3cc(O)c4c(c3)O[C@H](c3ccc(O)cc3)CC4=O)O[C@H](CO)[C@@H](O)[C@@H]2O)[C@H](O)[C@H](O)[C@H]1O
    -3, 0.9, 1, 11, -9, 1.1, 1, 1.2, 1.6, 5

2 records drawn at random from those above, as already listed:
Below each SMILES: FLuc inhib CS, TNAP act hi DEA, PMI act satM6P, APP 5'UTR act, TNAP inh noacc, PMI act, FLuc stim CS, bIAP act, NF-kB neuron act, TNAP inh hiacc
> COC(=O)/C=C/C(=O)N1CCN(c2cccc(Cl)c2)CC1
    0, 1, 0.9, -23, -4, 0.9, 1, 1, 0.77, -4
> Cc1nc2ccccn2c1C(=O)N/N=C/c1ccccc1[N+](=O)[O-]
    -1, 1, 1, 14, -3, 1, 1, 1.2, 1, -3

Next part:
Below each SMILES: FLuc inhib CS, TNAP act hi DEA, PMI act satM6P, APP 5'UTR act, TNAP inh noacc, PMI act, FLuc stim CS, bIAP act, NF-kB neuron act, TNAP inh hiacc
> CN(CCOC(=O)/C=C/c1ccccc1)C(C)(C)C
    -1, 1, 0.9, 11, -6, 0.8, 1, 1, 1.2, -2
> O=C(NNC1=NS(=O)(=O)c2ccccc21)C1CC(=O)N(c2ccccc2)C1 (stereo not drawn)
    3, 1, 1.1, -27, 0, 1.1, 1, 0.7, 1.8, 3
> O=C(NNC(=S)NC1CCCCC1)c1ccc2c(c1)OCO2
    7, 1, 1, 75, -126, 1, 0.9, 0.8, 1.9, -4
> COc1cccc(Cn2nnc(C(=O)NCc3ccc(F)cc3)c2N)c1
    -6, 1.1, 1, 3, -23, 1, 1.1, 0.9, 0.86, -6
> CCc1cc(=O)oc2cc(OCc3nn[nH]n3)ccc12
    -1, 1, 1.1, 16, -15, 1.1, 1, 1, 1.4, -4
> CCn1c(SCC(=O)N2CCN(c3cccc(Cl)c3)CC2)nc2ccccc2c1=O
    -7, 1.1, 0.9, 16, -14, 0.9, 1.1, 0.9, 0.89, -6
> Cc1ccsc1C1C(C#N)=C(N)OC2=C1C(=O)CCC2 (stereo not drawn)
    -7, 1, nt, -19, 0, nt, 1.1, 1.1, 0.99, -4
> O=C(NCc1ccco1)C(c1ccc(F)cc1)N(Cc1cccnc1)C(=O)Cn1nnc2ccccc21 (stereo not drawn)
    -10, 1.1, 1, -6, -15, 1, 1.1, 1, 0.9, -8
> O=C(c1ccc([N+](=O)[O-])cc1)N1CCSC1c1ccccc1Cl (stereo not drawn)
    -1, 1, 0.9, 4, 0, 0.9, 1, 1.1, 1, 0
> CCOC(=O)C1CCN(C(=S)Nc2ccccc2)CC1
    -1, 1, 1, 2, -2, 0.9, 1, 1.1, 1.1, 2
> Clc1ccccc1CSc1nnc(-c2cccnc2)n1Cc1ccco1
    -1, 1, 0.9, 13, -4, 1, 1, 1.1, 1, -1
> CCCCSc1nc2ccccc2n1CC(=O)O
    -5, 1.1, 1.1, 9, -13, 1.1, 1.1, 1.1, 1.3, -5
> O=C(Nc1ccccc1)C1=C(c2ccccc2)S(=O)(=O)CCS1(=O)=O
    1, 1, 0.9, -87, -5, 0.9, 1, 1.1, 0.27, -2
> CC(=O)Nc1cccc(/C(C)=N/NC(=O)c2cccc(S(=O)(=O)N3CCOCC3)c2)c1
    -1, 1, 1, 13, -10, 1, 1, 0.9, 1.1, -3
> COc1ccc(NC(=O)CCc2nc(-c3ccccc3F)no2)cc1
    -9, 1.1, 1, 0, -7, 0.9, 1.1, 0.9, 1.1, -7
> Cc1cccc(OCC(=O)N(Cc2cccs2)C2CCS(=O)(=O)C2)c1 (stereo not drawn)
    -3, 1, 1, 1, -8, 1, 1, 0.9, 1.1, -4
> Cc1occc1C(=O)Nc1ccc2c(c1)CCC2
    24, 1, 0.9, 144*, -10, 0.9, 0.8, 0.9, 4.7*, -2
> CO/C([O-])=N/c1c[n+](-c2ccc(C)cc2)no1
    2, 1, 1.7, 4, -8, 1.3, 1, 0.9, 1.3, 2

One compound at a time (already shown). Values in the order: FLuc inhib CS	TNAP act hi DEA	PMI act satM6P	APP 5'UTR act	TNAP inh noacc	PMI act	FLuc stim CS	bIAP act	NF-kB neuron act	TNAP inh hiacc
Listed for COc1cccc(Cn2nnc(C(=O)NCc3ccc(F)cc3)c2N)c1 = -6	1.1	1	3	-23	1	1.1	0.9	0.86	-6
Listed for CCc1n[nH]c(=O)n1Cn1c(CC)n[nH]c1=O = -3	1	1	8	-14	1	1	1	0.96	1
